High-throughput results: PubChem, several laboratories
hK5 inh: blocks human kallikrein 5 protease activity; inhibition, % at 5 µM; recombinant hK5, fluorogenic AMC substrate cleavage; hit rate 0.59% among 210,000;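 active = inhibition of 40% or more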;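 also: 0% = enzyme controls without compound and 100% = no-enzyme blanks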
Target sequence (Q9Y337 67-293 limits assumed): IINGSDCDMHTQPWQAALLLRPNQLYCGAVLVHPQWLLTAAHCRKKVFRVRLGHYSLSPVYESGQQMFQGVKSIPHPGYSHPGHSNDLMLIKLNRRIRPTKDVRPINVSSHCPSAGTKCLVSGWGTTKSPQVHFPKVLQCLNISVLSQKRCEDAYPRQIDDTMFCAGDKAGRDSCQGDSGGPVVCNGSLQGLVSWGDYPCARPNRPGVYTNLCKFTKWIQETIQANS
14-3-3 Bad inh: disrupts binding of bovine 14-3-3 zeta to phospho-Bad peptide; P63103; TR-FRET 14-3-3zeta/Dy647-pBad peptide displacement, 1 h; inhibition, % at 21.7 µM; hit rate 0.71% among 220,000;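 active = inhibition above about 70%, limit read from the data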;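 also: 0% = full 14-3-3 plus peptide FRET controls and 100% = background without 14-3-3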
FXIa inh 1536: inhibitors of human coagulation factor XIa; P03951; purified FXIa, Boc-Glu-Ala-Arg-AMC fluorogenic substrate; inhibition, % at 5 µM; hit rate 0.14% among 220,000; AID 798;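 active = inhibition of at least 40%; inactive = inhibition below 40%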;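 also: fluorescence of freed AMC excited at 355 nm; 0% = enzyme without compound and 100% = no enzyme blank; many of its hits are not listed in these tables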
Wee1 degr inh: inhibitors of human Wee1 degradation; P30291; HeLa Luc-Wee1K328M stability, luciferase luminescence; 100% = proteasome inhibitor MG132 effect; reporter increase, % at 5 µM; hit rate 1.2% among 220,000; AID 1321;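 active = activation above the mean of all tested compounds plus 3 SD, set per screening run, cut at about 8.8% in these data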;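 also: cells exposed to compound for 20 h before luminescence read; 0% = DMSO alone and 100% = MG132 at 30 µM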
FXIIa inh: inhibitors of human coagulation factor XIIa. purified FXIIa, Boc-QGR-AMC fluorogenic substrate, 2 h. hit rate 0.3% among 220,000. inhibition, % at 5 µM. AID 800. P00748; in the data active = inhibition above about 40%;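 also: 0% = enzyme with no compound and 100% = blank without enzyme; many of its hits are not listed in these tables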
MDM2 E3 inh: Mdm2 E3 ligase (human) inhibition; Q00987; cell-based MDM2 ubiquitination luciferase reporter, 2 h; 0 = plate control, 100 = twice control, blank-subtracted; signal enhancement, % at 5 µM; hit rate 0.11% among 210,000;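 active = signal enhancement of 30% or more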;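 also: luminescence tracks abundance of the self-degrading MDM2-luciferase fusion protein; higher signal means inhibition of MDM2 E3 ligase activity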
Target sequence (Q00987 whole entry, looked up, the tested form may be a part): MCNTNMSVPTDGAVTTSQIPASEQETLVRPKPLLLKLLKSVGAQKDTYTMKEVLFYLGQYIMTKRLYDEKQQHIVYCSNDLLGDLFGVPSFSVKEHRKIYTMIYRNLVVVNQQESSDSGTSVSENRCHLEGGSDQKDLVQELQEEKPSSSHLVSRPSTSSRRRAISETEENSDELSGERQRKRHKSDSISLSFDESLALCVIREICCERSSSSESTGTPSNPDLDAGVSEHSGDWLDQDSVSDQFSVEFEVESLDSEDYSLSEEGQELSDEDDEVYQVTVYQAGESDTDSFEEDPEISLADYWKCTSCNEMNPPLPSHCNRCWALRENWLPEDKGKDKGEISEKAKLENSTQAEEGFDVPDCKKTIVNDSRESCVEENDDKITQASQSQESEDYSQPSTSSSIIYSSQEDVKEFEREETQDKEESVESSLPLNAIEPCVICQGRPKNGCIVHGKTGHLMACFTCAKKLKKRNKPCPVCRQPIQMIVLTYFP
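Material: stable MDM2–luciferase fusion reporter cells / Quantity: 2000 cells/well / Dosing: single 5 µM compound dose, 0.2% final DMSO / Buffer or medium: DMEM / Schedule: 4 h cell settling then 2 h compound exposure, 37 °C / Detection: luminescence with SteadyLite reagent, 15 min at room temperature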
Rad51 HR inh: blocks human Rad51 in homologous recombination. Q06609. hRad51 DNA strand exchange, fluorescence dequenching. inhibition, % at 10 µM. hit rate 0.085% among 200,000. AID 1385;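 active = inhibition above 40% at the single screening dose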;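 also: 0% = DMSO control wells and 100% = blanks with heterologous ssDNA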
Target sequence (Q06609 whole entry, looked up): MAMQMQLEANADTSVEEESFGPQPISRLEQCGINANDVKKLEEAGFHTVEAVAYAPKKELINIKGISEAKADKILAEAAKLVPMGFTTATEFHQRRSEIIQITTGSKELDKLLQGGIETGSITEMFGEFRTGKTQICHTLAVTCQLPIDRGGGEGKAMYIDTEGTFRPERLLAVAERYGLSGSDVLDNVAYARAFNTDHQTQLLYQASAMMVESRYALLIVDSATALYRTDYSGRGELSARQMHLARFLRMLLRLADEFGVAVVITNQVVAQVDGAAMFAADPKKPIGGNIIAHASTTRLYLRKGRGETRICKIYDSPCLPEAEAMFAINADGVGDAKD
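Read-out basis: percent inhibition relative to plate controls and blanks / Assay system: human Rad51 nucleoprotein filaments preassembled on unlabelled ssDNA / Timing: filaments 15 min 37 °C, then compound 30 min / Control set: per-plate controls and blanks / Technique: fluorescence dequenching at 485/520 nm / Compound: 10 µM final, single point / Also added: Fluorescein- and BHQ1-tagged 47-mer duplex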
p97 inhibitor: blocks human p97 ATPase activity; hit rate 0.42% among 220,000; inhibition, % at 8 µM; recombinant p97 ATPase, Kinase-Glo ATP luminescence, 3 h; P55072; in the data active = inhibition above about 15%;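 also: 0% = DMSO vehicle and 100% = wells lacking enzyme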
eIF4E-4G inh: inhibitors of eIF4E and eIF4G interaction in translation initiation; inhibition, % at 21.7 µM; TR-FRET eIF4E-eIF4GI(517-606) binding, 2 h; hit rate 0.37% among 220,000; AID 782; P63073+Q04637;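 active = inhibition above about 30%, limit read from the data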;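 also: 0% = full FRET control wells and 100% = background wells lacking eIF4GI fragment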
* hit, by the source's call; · = not tested or not shown; & = joins results of further samples; [ ] = another dose, or the depositor's remark.

compound	hK5 inh	14-3-3 Bad inh	FXIa inh 1536	Wee1 degr inh	FXIIa inh	MDM2 E3 inh	Rad51 HR inh	p97 inhibitor	eIF4E-4G inh
CCOc1ccc(N(C(=O)/C=C/C(=O)Nc2cc(C)on2)C(C(=O)NC2CCCC2)c2ccccc2C)cc1 (stereo not drawn)	6	11	-2	-1	8	8	-2	1	-6
CC(=O)Nc1cccc(OCC(O)Cn2c(C)nc3ccccc32)c1 (stereo not drawn)	-14	-8	1	0	11	-3	-1	1	8[fluorescence artefact?]
COC(=O)c1ccc(NC(=O)Cn2nnc3ccccc32)cc1	-5	43	2	-2	0	1	-2	3	1[fluorescence artefact?]
Cc1noc(-c2ccccc2)c1NC(=O)Nc1ccc(Cl)cc1	-1	-3	-1	2	5	-10	-1	7	7
S=c1[nH]nc(C2CCCCC2)n1/N=C/c1ccco1	-5	16	11	-2	18	-5	·	10	-6
Cc1ccc2c(Cl)cc(Cl)c(OCC(=O)N3CCCC3)c2n1	3	-12	-2	0	12	5	7	-1	2
O=C(CCn1cnc2ccccc21)N/N=C/C=C/c1ccccc1	2	2	3	-3	14	·	34	3	-5
Cc1ccccc1N1CC(=O)N(c2ccccc2C)CC1=O	-3	3	-3	4	7	-15	-4	5	6[fluorescence artefact?]
COc1ccc(OC)c(CNC(=O)CCCc2cn(C)c3ccccc23)c1	-7	-10	7	2	13	·	·	3	4
c1ccc(-c2noc(-c3ccc4ccccc4c3)n2)nc1	1	-1	0	-4	10	-92	2	-11	2
COc1ccc(C(=O)/C=C/Nc2ccc(S(=O)(=O)Nc3onc(C)c3C)cc2)cc1	-11	-17[fluorescence artefact?]	7	0	8	-13	-5	-1	-5
CC1CC(NC(=O)N(C)C)N(C)C(=O)N1 (stereo not drawn)	-6	4	7	0	11	-9	·	4	-4
CC(C)CN1C(=O)C(=Nc2cccnc2)c2ccccc21	6	0	2	3	4	-4	-2	-2	3
Cc1ccc(NC(=O)CNC(c2ccccc2)c2ccccc2)c(F)c1	-25	-15	0	-2	7	-13	1	-4	1
O=C(Cc1cccs1)Nc1nc2c(ccc3ccccc32)s1	0	13[fluorescence artefact?]	3	2	12	-1	3	-2	5
CCOc1ccc(C(=O)N(c2ccccn2)C2CCCCC2)cc1	4	-1	4	7	10	-6	-4	-3	-8
Cc1ccc2c3c(c(SCC(=O)Nc4nonc4C)nc2c1)CCCC3	-17	3	9	13*	10	-12	0	2	-1
Cc1nc(NC(=O)C(C)Oc2cccc(Cl)c2)sc1C(=O)N(C)C (stereo not drawn)	-7	-7[fluorescence artefact?]	-4	-1	7	-6	7	0	11
CC(C)(C)C(=O)/C=c1\[nH]c(=O)/c(=C\c2ccc(C#N)cc2)s1	6	-1	3	-3	15	-1	-11	-4	3
O=C(O)c1cc(S(=O)(=O)N2CCN(c3ccccn3)CC2)ccc1Cl	-7	12	-2	-3	5	-7	4	1	6
CCc1cc2ccc(OC)cc2nc1SCC(=O)Nc1cc(C)on1	8	2	7	0	20	-6	8	-3	-1
CCOC(=O)Cc1nnc(NC(=O)CSc2ccc(Cl)cc2)s1	-1	6[fluorescence artefact?]	-8	1	-22	-17	-6	-6	2
CNc1nccc(-c2ccc(Cl)cc2)c1C#N	5	-16	-1	-2	5	0	22	5	3
C=CCC(CC=C)(NC(=O)c1ccccc1)c1ccccc1	16	5	-9	0	3	-19	-1	0	-2
CCOC(=O)C1=C(C)N(c2ccccc2)C(=O)/C1=C\c1ccco1	-17	-20[fluorescence artefact?]	1	1	7	-1	6	0	7

Some of the entries above, set out differently:
Results follow in this order: hK5 inh	14-3-3 Bad inh	FXIa inh 1536	Wee1 degr inh	FXIIa inh	MDM2 E3 inh	Rad51 HR inh	p97 inhibitor	eIF4E-4G inh
Cc1ccc2c3c(c(SCC(=O)Nc4nonc4C)nc2c1)CCCC3
 : -17	3	9	13*	10	-12	0	2	-1
Cc1nc(NC(=O)C(C)Oc2cccc(Cl)c2)sc1C(=O)N(C)C (stereo not drawn)
 : -7	-7[fluorescence artefact?]	-4	-1	7	-6	7	0	11

Following part.
compound	hK5 inh	14-3-3 Bad inh	FXIa inh 1536	Wee1 degr inh	FXIIa inh	MDM2 E3 inh	Rad51 HR inh	p97 inhibitor	eIF4E-4G inh
S=C(NC1CCCC1)N1CCN(c2ccc(Cl)cc2)CC1	-19	-6	-16	-1	5	-7	5	-1	2
COCCOC(=O)C1=C(C)N(c2ccccc2)C(=S)NC1c1ccccc1C(F)(F)F (stereo not drawn)	21	-9	28	1	9	-7	3	-1	-2
Cc1ccc(S(=O)(=O)c2c(C)cc(C)nc2Oc2cccc(C(F)(F)F)c2)cc1	4	4	3	2	21	-3	11	0	-1
Cc1c(C(=O)NC(=S)NCc2cccnc2)oc2ccccc12	-2	-9	-2	1	3	-5	14	8	1
CCc1nnc(NC(=O)c2ccc(S(=O)(=O)N(CC)Cc3ccccc3)cc2)o1	-7	9	3	-4	4	4	1	4	2
C(=C\c1ccco1)/C1=NN(c2ccccc2)C(c2ccco2)C1 (stereo not drawn)	-51	-9[fluorescence artefact?]	-12	0	-35	-11	-65	6	6[fluorescence artefact?]
COc1ccc(C2/C=C\CN(S(=O)(=O)c3cccs3)CC(=O)N2Cc2ccc(F)cc2)cc1 (stereo not drawn)	3	-1	5	·	9	-2	-9	·	4
c1ccc(-c2nc3cc4ccccc4cc3[nH]2)nc1	0	-1[fluorescence artefact?]	3	-1	18	-5	1	-26	0[fluorescence artefact?]
CCN(CC)C(=O)CSc1nc(O)c(Cc2ccccc2)c(=O)n1-c1ccccc1	-4	-6[fluorescence artefact?]	1	-3	9	8	-4	2	4[fluorescence artefact?]
COc1ccc(C(CNC(=O)COc2ccccc2-c2ccccc2)N2CCOCC2)cc1 (stereo not drawn)	4	-13	-1	0	4	-4	21	-1	5
Cc1nnc(N(C)C(=O)c2ccccn2)s1	1	2[fluorescence artefact?]	-8	-3	6	-7	·	4	-1
Cn1c(=O)cc(SCC(=O)Nc2ccccn2)c2ccccc21	-8	-1	2	3	15	-4	-4	2	0
C=CCc1cc(OC)ccc1OCC(O)CN1CCN(c2ccc(OC)cc2)CC1 (stereo not drawn)	5&1	24&4	6&-4	0&1	5&2	-3&-14	0&-8	-9&9	0&5
Cn1c2c(c(=O)n(C)c1=O)C(c1ccccc1Cl)CC(=O)N2 (stereo not drawn)	-5	16	3	3	9	-7	-6	-1	-6[fluorescence artefact?]
COc1ccc(/C=C2\CCn3c2nc2cc(C(=O)O)ccc2c3=O)cc1O	-7	-1	0	2	4	-13	4	2	-2
C=CCNc1nc(-c2cccs2)c(CC(=O)O)s1	2	3	0	1	2	·	8	6	0
COc1ccc2c(=O)c3c(=O)n(-c4ccc(C)cc4)c(-c4ccccc4)nc3oc2c1	-5	12	0	-2	8	3	23	3	-2
CCCCNC(c1ccccc1)c1ccncc1 (stereo not drawn)	1	71*	2	1	8	-6	1	2	9
Cc1ccc(N(C(=O)CCC(=O)Nc2nccs2)C(C(=O)NC(C)(C)C)c2ccc(O)cc2)cc1 (stereo not drawn)	-2	-7	1	0	3	-8	4	2	-6
CN(C)C(=O)CN(c1ccc2c(c1)OCO2)S(C)(=O)=O	13	4	15	-1	25	-26	2	-5	-11
CCOC(=O)Nc1nc(-c2ccc(F)cc2F)cs1	-11	-6[fluorescence artefact?]	0	4	6	10	10	-4	4[fluorescence artefact?]
O=C(CCc1nc(-c2ccccn2)no1)NCc1ccc2c(c1)OCO2	-5	2	1	3	12	-5	-9	2	-4
C=CCN1C(=O)CN=C1Nc1cc(C)cc(C)c1	0	19	-7	-2	1	-20	1	-2	-1
Cc1ccc(C(=O)N2CCN(c3ccc([N+](=O)[O-])cc3-n3cccc3)CC2)cc1	3	-5	1	3	11	-9	25	-8	3
CC12CC3(C)CC(C)(C1)CC(C(N)=O)(C2)C3	-4	-5	-8	-1	6	-9	5	-3	-4
COc1cccc(-c2csc3nnc(SCC(=O)c4ccc(NC(C)=O)cc4)n23)c1	-18	15	-1	-3	-4	-4	3	-4	-14
Cc1onc(-c2ccccc2)c1C(=O)NC(C)C1CCCO1 (stereo not drawn)	-22	4	-10	4	3	-6	1	2	1
COc1ccc(OCC(=O)N2CCN(C(=O)COc3ccc(Br)cc3)CC2)cc1	5	3	3	-2	1	-1	-16	3	-1
c1csc(Cn2c(-c3cccs3)nc3ccccc32)c1	-2	5	-4	1	9	-15	-1	-1	-2
O=C(COC(=O)c1ccco1)NCC1CCCO1 (stereo not drawn)	-7	-9	7	0	15	-7	0	2	6[fluorescence artefact?]
CCCCOC(=O)C(C#N)c1nc2ccccc2nc1N1CCN(Cc2ccc3c(c2)OCO3)CC1 (stereo not drawn)	9	-8	-3	1	1	-11	-9	6	-2
O=C(CCn1nnc2ccccc21)N1CCN(c2ccccc2)CC1	-22	-1	-11	1	8	-50	·	0	1
CC(C)OP(=O)(OC(C)C)C(Nc1ccccc1)c1ccccc1C(F)(F)F (stereo not drawn)	-3	28	9	2	3	-18	3	-5	-2
O=C(CSc1nnnn1C1CCCC1)Nc1ccccc1F	0	6	2	-2	9	·	-2	-5	3
Cc1ccc(N(C)C(=O)n2cnc3ccccc32)cc1	0	1	-6	-2	4	-5	-27	-3	1
COc1ccc(OC)c(NC(=S)N(CCc2c(C)[nH]c3ccccc23)Cc2cccs2)c1	-8	-8	5	0	12	·	·	8	2
O=C(CCc1nnc(CCCc2ccccc2)o1)NCCc1ccccc1	-3	-10	-3	0	4	9	8	5	2
COc1ccc(C(=O)Nc2ccc3c(c2)nc(CN2CCCC2)n3C)cc1	·	-1	0	2	7	-2	·	1	3
COc1ccccc1NC(=O)Nc1ccc(N2CCOCC2)cc1	-1	-11	0	8	6	-2	-4	4	4
CCCCc1ccc(-c2csc(/C(C#N)=C\c3ccc(C)o3)n2)cc1	-2	-4	-4	4	7	-18	-3	5	-3
Cc1cc(C)cc(N(C(=O)c2cccs2)C2C=CS(=O)(=O)C2)c1 (stereo not drawn)	0	-14	-1	3	7	-8	10	-1	-3
O=CN1CCCN(Cc2nc(-c3cccc(Cl)c3)no2)CC1	·	-5	0	4	6	-5	-14	-2	0
O=C(Nc1ccon1)c1ccc(Br)o1	-27	11	0	0	19	-7	3	7	1
NS(=O)(=O)c1cccc(NC(=O)CCS(=O)(=O)c2ccc(Cl)cc2)c1	8	-5	-6	-1	-2	-11	2	0	1
Nc1ccc(N2CCN(c3ccc(Cl)c(Cl)c3)CC2)cc1	-17	-3[fluorescence artefact?]	10	1	15	-3	-4	5	13[fluorescence artefact?]
Cc1cccc(/C=N/Nc2nncc3ccccc23)c1	1	-7	-2	-1	11	-60	5	-7	0
O=S(=O)(NCc1ccco1)c1cnc(Cl)c(Br)c1	-8	18	5	-3	7	6	-18	4	-3
O=[N+]([O-])c1cc(C(F)(F)F)ccc1NC1CCN(Cc2ccccc2)CC1	3	-1	3	-1	13	-13	-2	-8	-1
